# Assay outcomes from PubChem BioAssay.
# OPRM1-OPRD1 inv: mu-delta opioid heterodimer inverse agonism; 340,000 compounds, 0.21% hits; P35372+P41143; AID 504357; cell-based MOR-DOR heterodimer luminescence; inhibition, % at 9.3 µM; in the data active = inhibition above about 22%, passing the limit was not always enough;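 note: 0% = cells with DMSO and 100% = wells without cells with DMSO; values of inactives mirror those of a sister screen read the other way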
# Keap1-Nrf2 PPI: disrupts human Keap1 binding to Nrf2 peptide | Q14145 | Keap1 Kelch-Nrf2 peptide fluorescence polarization, 1536-well | inhibition, % at 9.4 µM | 340,000 compounds, 0.15% hits | AID 504523; in the data active = inhibition above about 12%;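 note: human Keap1 Kelch domain with fluorescein labeled Nrf2 9mer peptide probe; 0% = neutral control wells and 100% = peptide positive control; higher means more block of Keap1 binding to Nrf2 peptide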
# Target sequence (Q14145 whole entry, looked up, the tested form may be a part): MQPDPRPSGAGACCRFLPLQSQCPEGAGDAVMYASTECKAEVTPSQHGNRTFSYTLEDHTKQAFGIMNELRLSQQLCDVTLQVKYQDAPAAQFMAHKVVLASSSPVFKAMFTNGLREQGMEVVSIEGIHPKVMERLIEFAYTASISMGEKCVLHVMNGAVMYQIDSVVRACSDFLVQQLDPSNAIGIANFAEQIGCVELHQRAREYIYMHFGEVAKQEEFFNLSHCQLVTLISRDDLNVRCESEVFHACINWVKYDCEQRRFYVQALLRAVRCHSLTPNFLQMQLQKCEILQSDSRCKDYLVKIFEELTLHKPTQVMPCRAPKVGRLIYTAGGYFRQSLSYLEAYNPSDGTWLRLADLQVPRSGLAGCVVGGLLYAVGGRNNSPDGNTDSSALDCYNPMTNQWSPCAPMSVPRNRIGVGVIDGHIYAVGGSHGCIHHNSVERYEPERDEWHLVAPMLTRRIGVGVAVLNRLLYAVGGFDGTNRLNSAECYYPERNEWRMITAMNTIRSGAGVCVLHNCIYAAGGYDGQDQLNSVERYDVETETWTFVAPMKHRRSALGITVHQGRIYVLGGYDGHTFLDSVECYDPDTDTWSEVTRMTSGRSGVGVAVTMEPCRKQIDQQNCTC
# C-LANA FP: inhibitors of KSHV LANA C-terminal domain DNA binding; MBP-C-LANA/FAM-LBS DNA binding, fluorescence polarization; inhibition, % at 9 µM; 340,000 compounds, 0.078% hits;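 active = highest replicate inhibition at or above 60% at 9 µM, even if other replicates fall short; inactive = all replicates below 60% inhibition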;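 note: 0% = neutral control wells and 100% = 4 µM acridine orange control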
# RTF Ca sens inh: cardiac RTF calcium desensitization. IANBD-labeled cardiac RTF, Ca2+ fluorescence. inhibition, % at 7.15 µM. 340,000 compounds, 0.12% hits;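 active = inhibition above the mean inhibition of all tested compounds plus 3 SD, cut at about 17% in these data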;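 note: assay run at fixed EC70 calcium of 1.6 mM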
# V-ATPase pHluor: regulators of yeast V-ATPase proton transport | S. cerevisiae, pHLuorin cytosolic pH fluorescence | response, % at 10 µM | 350,000 compounds, 0.37% hits | AID 504577; in the data active = response mostly above about 7.3%, no sharp cut-off; inactive = mostly below about 5.4%; note: actives read high; inactives centre near 0; some compounds called inactive have numbers as strong as hits; reference of the scale not given here
# CAL PDZ FP: inhibitors of human CAL PDZ peptide binding; 300,000 compounds, 0.92% hits; Q9HD26; AID 602252; inhibition, % at 24.9 µM; purified CAL PDZ, TMR-peptide fluorescence polarization, 1 h;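 active = mean inhibition of at least 30% with at least half of replicates also reaching 30%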;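 note: 0% = DMSO neutral control and 100% = excess unlabeled competitor peptide PRC23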
# MOR-DOR ag: OPRM1-OPRD1 heterodimerization agonism; 340,000 compounds, 0.3% hits; activation, % at 9.3 µM; P35372+P41143; cells, luminescence; in the data active = activation above about 18%;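 note: 0% = vehicle-treated cells and 100% = reference agonist; values of inactives mirror those of a sister screen read the other way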
# HTR5A ag: HTR5A agonism, opioid heterodimer counter-screen. HTR5A agonist assay, luminescence, cell-based. P47898. AID 504692. activation, % at 9.3 µM. 340,000 compounds, 0.61% hits; in the data active = activation mostly above about 9.5%, no sharp cut-off; inactive = mostly below about 7.6%;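 note: 0% = cells with vehicle only and 100% = reference agonist; strong numbers were not always called active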
# Target sequence (P47898 whole entry, looked up): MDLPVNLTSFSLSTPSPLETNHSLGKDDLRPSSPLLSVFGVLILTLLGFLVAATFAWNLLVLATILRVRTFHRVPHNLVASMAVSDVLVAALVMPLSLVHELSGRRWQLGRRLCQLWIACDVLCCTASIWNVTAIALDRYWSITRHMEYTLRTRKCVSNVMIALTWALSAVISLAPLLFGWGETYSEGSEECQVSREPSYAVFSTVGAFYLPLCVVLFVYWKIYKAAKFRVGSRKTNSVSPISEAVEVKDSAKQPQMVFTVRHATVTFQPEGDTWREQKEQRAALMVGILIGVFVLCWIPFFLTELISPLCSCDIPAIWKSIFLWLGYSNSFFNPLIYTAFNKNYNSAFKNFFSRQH
# HTR5A inv ctr: inverse agonist of human HTR5A in OPRM1-OPRD1 counter-screen; inhibition, % at 9.3 µM; 340,000 compounds, 0.083% hits; HTR5A cell line, luminescence, inverse agonism; P47898; in the data active = inhibition mostly above about 23%, no sharp cut-off; inactive = mostly below about 18%;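 note: 0% = cells with DMSO and 100% = no-cell wells with DMSO; some compounds called inactive have numbers as strong as hits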
# cardiac RTF act: increases calcium sensitivity of human cardiac regulated thin filaments | P19429+P45379 | 340,000 compounds, 0.24% hits | activation, % at 7.2 µM | IANBD-labeled TnC RTF fluorescence at EC20 calcium; 0% EC20 calcium, 100% full calcium;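 active = activation above the mean over all tested compounds plus 3 SD, cut at about 30% in these data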;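 note: rise in fluorescence read as greater calcium sensitivity of cardiac thin filaments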
# * marks the source's active call; other numbers are inactive results; / = not tested or not shown. No enrichment for hits; overall some 2.8% were active at least once.
# Preview, 2 compounds:
SMILES,OPRM1-OPRD1 inv,Keap1-Nrf2 PPI,C-LANA FP,RTF Ca sens inh,V-ATPase pHluor,CAL PDZ FP,MOR-DOR ag,HTR5A ag,HTR5A inv ctr,cardiac RTF act
O=C(NCC1CCCCC1)c1cc([N+](=O)[O-])ccc1N1CCOCC1,6,-7,1.1,7,-3,-3,-1.1,1,-3,-3
CCN(CC)S(=O)(=O)c1cccc(-c2cn3cc(C)ccc3n2)c1,-2,2,-1.1,1,-3,-2,0.4,1,19,1

# The whole of this part, repeating the preview:
SMILES,OPRM1-OPRD1 inv,Keap1-Nrf2 PPI,C-LANA FP,RTF Ca sens inh,V-ATPase pHluor,CAL PDZ FP,MOR-DOR ag,HTR5A ag,HTR5A inv ctr,cardiac RTF act
O=C(NCC1CCCCC1)c1cc([N+](=O)[O-])ccc1N1CCOCC1,6,-7,1.1,7,-3,-3,-1.1,1,-3,-3
CCN(CC)S(=O)(=O)c1cccc(-c2cn3cc(C)ccc3n2)c1,-2,2,-1.1,1,-3,-2,0.4,1,19,1
Cc1c(C(=O)NC2CCC(C)CC2)oc2ccccc12 (configuration not stated),-10,-4,-0.3,2,2,2,1.9,3,16,-3
Oc1ccc(Cl)cc1CNc1cnc2ccccc2c1,-33,-5,-1.1,0,1,-3,6.6,2,-6,-6
O=C(Cc1cccs1)Nc1ccc(C(=O)O)cc1,3,0,5.9,-5,4,-2,-0.7,7,11,0
COc1cccc(NC(=O)Cn2cc3c(n2)CCCCC3)c1,6,0,-1.5,-8,-1,/,-1.2,-4,12,1
N#C/C(=C\c1ccccc1)C(=O)OCC(=O)N1CCCC1,9,-2,-1.3,-5,3,/,-1.8,2,-1,-6
CC(C)NC(=S)NC1(C)CCS(=O)(=O)C1 (configuration not stated),8,-5,-2.6,-16,2,-5,-1.5,-1,30,-3
Cc1ccc(Oc2ccc(Cl)cc2N)cc1,-27,1,-1.1,7,0,-1,5.6,10,0,-6
Cn1c(C(=O)N2CCN(C(=O)c3ccco3)CC2)cc2c(=O)n3ccccc3nc21,13,4,-0.4,-5,4,-17,-2.6,14,-15,-2
COc1ccc(-c2n[nH]c(=S)n2/N=C/C=C/c2ccccc2OC)cc1,-18,4,-0.4,0,-4,9,3.4,2,-5,9
COc1ccc(Br)c(C(=O)Nc2ccc(F)cc2)c1,11,-1,-0.2,-2,0,40*,-2.1,-1,20,-2
CCN(CC)S(=O)(=O)c1ccc(-c2cn3cc(Cl)ccc3n2)cc1,-32,0,-2.9,-7,-3,-9,6.8,-1,5,-5
CCOc1ccc(NC(=O)CN(C)C(=O)CSCc2cccc(C)c2)cc1OCC,0,-2,-0.7,-13,0,-3,0.0,5,-7,-19
O=C1CCCN1CCCNC(=S)Nc1ccc(Nc2ccccc2)cc1,9,-8,-0.6,-3,-1,0,-1.8,-1,2,4
COc1ccc(O)c(/C=N/NC(=O)CN2CCS(=O)(=O)CC2)c1,-9,0,-0.8,4,0,8,1.6,-1,19,-2
COC(=O)c1ccc(NC(=O)CSCc2ccccc2)cc1,9,-1,0.2,-3,1,/,-2.2,3,-6,4
CCOc1ccc(/C=N/NC(=O)CNC(=O)c2ccc(S(=O)(=O)N3CCOCC3)cc2)cc1,7,-7,-0.3,2,-2,0,-1.4,-5,12,1
COc1cccc(CNC(=O)c2ccc(OCC(=O)N3CCOCC3)c(OC)c2)c1,8,-1,-2.1,-3,3,14,-1.6,-1,3,0
CC(C)C(NS(=O)(=O)c1cccs1)C(=O)Nc1nc(C(C)(C)C)cs1 (configuration not stated),-8,1,-0.5,-17,1,1,1.3,4,11,0
COC(=O)c1c(O)cc(C(C)(C)C)n(-c2ccccc2)c1=O,19,2,0.8,-9,3,-1,-3.8,1,18,-3
CCOc1cccc(/C=N/NC(=S)Nc2ccccc2[N+](=O)[O-])c1O,-30,-5,-1.1,-14,-4,-1,4.6,-1,2,-6
COc1ccc(CNC(=S)N/N=C(\C)c2ccc(OC)cc2)cc1,13,8,-0.9,-5,-1,5,-2.6,2,12,-1
CC(=O)c1sc(NC(=O)c2ccc(Br)o2)nc1C,13,1,1.2,-5,-6,0,-2.5,8,12,3
CCOC(=O)c1cc(C#N)c(N2CCN(C(=O)c3cccc(C(F)(F)F)c3)CC2)nc1C(F)(F)F,-4,1,0.4,-2,-3,65*,0.7,-1,4,-4
COC(=O)c1sc2nc(C)cc(-c3ccccc3)c2c1N,9,4,-0.2,1,2,-1,-1.8,1,-3,-3
OC(COCc1ccc(Cl)cc1)CN1CCN(c2ccccn2)CC1 (configuration not stated),5,-4,1.8,-1,-1,-2,-1.1,4,-7,13
CN(Cc1ccccc1)C(=O)CCCn1c(=O)c2cccn2c2cccnc21,13,-3,1.5,4,2,-2,-2.5,-1,4,4
C=CCNC(=O)c1nn2cccnc2c1Cl,-9,2,2.0,-5,11*,3,1.5,-2,5,-2
O=C(c1cccnc1NCc1ccc(F)cc1)N1CCOCC1,6,-1,0.6,4,-6,/,-1.4,-6,5,-3
CCc1ccc(CNC(=O)C2CC(=O)N(CCc3ccc(C)cc3)C2)cc1 (configuration not stated),9,1,-0.5,-8,9,-19,-1.8,2,-2,-1
CCOc1ccc(NC2C=CS(=O)(=O)C2)cc1 (configuration not stated),1,0,-0.1,-17,0,-7,-0.1,7,-18,-2
O=C(CN1CCN(Cc2ccccc2Cl)C1=O)N1CCCCCC1,16,-3,0.5,5,1,-1,-3.3,-1,2,-1
Nc1c(C(=O)N/N=C/c2ccc(F)cc2)oc2nc(-c3ccccc3)cc(-c3ccco3)c12,7,-6,-0.9,-3,-1,-2,-1.4,0,-12,12
O=C(NCc1cccs1)C1CCCN1C(=O)NC1CCCCC1 (configuration not stated),2,-3,-0.1,-1,2,-3,-0.3,3,-9,-7
C[C@@H](C(=O)Nc1ccc2ccccc2c1)[C@@H]1C[C@@]1(C)[C@@H](NC(=O)c1ccccc1)c1ccccc1,6,-3,-4.7,-22,-3,-5,-1.1,-3,-3,-3
NC(=O)COC(=O)c1ccccc1OCc1ccc(Cl)cc1,9,0,-4.0,-6,-1,-2,-2.0,-2,4,3
Cn1c(O)c(N=NC(=O)CNC(=O)c2cccnc2)c2ccccc21,12,-1,0.6,-8,-1,0,-2.2,3,-4,3
COc1ccc(C(=O)Nc2ccc(N3CCN(C(=O)c4ccccc4C)CC3)cc2)cc1,-2,-2,-0.7,-3,-5,1,0.4,2,-18,-5
Cc1ccc(S(=O)(=O)NC(=O)NCC2CCN(S(=O)(=O)c3ccccc3)CC2)cc1,1,-3,-1.8,-2,-1,2,-0.2,0,-1,-4
CCC(=O)NN1CCN(c2ccncc2S(=O)(=O)N2CCCCC2)CC1,9,-3,-0.7,-3,1,-1,-1.7,1,-35,2
CS(=O)(=O)c1ccc(C(=O)Nc2ccc(S(=O)(=O)N3CCCCC3)cc2)cc1,-1,/,/,-6,0,-2,0.2,-1,2,11
CN(Cc1ccccc1)c1oc(-c2ccco2)nc1C#N,0,-5,-2.9,-11,1,-4,0.0,2,-7,-2
CCn1c(NC(=O)C2CCCCC2)nc2ccccc21,8,5,1.2,7,0,-4,-1.5,7,-37,2
CC(c1ccccc1)c1nnc(NC(=O)Nc2ccccc2)s1 (configuration not stated),-14,-7,0.9,4,1,-1,3.0,-1,4,-7
CCOC(=O)C1CCCN(S(=O)(=O)c2cc3c(cc2Cl)NC(=O)CO3)C1 (configuration not stated),8,-4,-1.9,0,-3,-4,-1.6,-5,13,-6
COc1ccc(C(=O)N2CCC(n3c(C)nc4cc(F)ccc43)CC2)cc1,5,0,1.4,0,-1,2,-1.0,1,-3,2
COc1ccccc1/C=C1\SC(=O)N(CCC(=O)NNC(=O)c2ccccc2Cl)C1=O,6,1,0.8,2,-8,1,-1.0,-2,1,0
CCOC(=O)CSc1nc2ccc(N3CCOCC3)cc2c(=O)n1Cc1ccccc1,-3,2,-0.7,-4,2,-6,0.7,3,-9,3
CCOc1ccc(NC(=O)CSc2nc3cccnc3n2CC)cc1,13,-1,-0.7,-2,0,/,-2.5,-1,4,5
COc1ccc(/C=C2\Oc3cc(OCC(N)=O)ccc3C2=O)cc1OC,19,-2,-3.8,-10,-1,-4,-4.3,5,-17,18
O=C(c1ccccc1)c1ccc(Cn2cc(CCCO)nn2)cc1,2,-1,2.2,-3,2,-3,-0.4,1,14,10
CC(=O)Nc1cccc2c1OCCO2,19,-5,0.8,-1,-2,0,-3.5,-2,-1,3
CC(=O)Nc1cccc(C(=O)Nc2ccc(S(=O)(=O)N3CCCCC3)cc2)c1,3,-5,0.4,-11,3,-4,-0.5,0,1,3
COc1ccc(Cn2cnc3c(NS(C)(=O)=O)c(C)c(C)cc32)cc1,3,-4,-0.4,-4,6,-3,-0.5,0,-9,14
CCCCn1c(N)c(N(CCOC)C(=O)c2ccc(N3C(=O)c4ccccc4C3=O)cc2)c(=O)[nH]c1=O,12,-2,-2.4,3,2,-4,-2.9,0,-1,-6
CC(c1ccccc1)n1c(-c2ccccc2F)n[nH]c1=S (configuration not stated),9,0,1.1,-9,-2,/,-1.8,4,-17,0
CCOC(=O)C1CCN(C(=O)c2cccs2)CC1,-6,-1,-0.7,-17,0,6,0.9,-3,9,-2
COCCN(C(=O)COC(=O)c1cnc(C)cn1)c1c(N)n(Cc2ccccc2)c(=O)[nH]c1=O,-6,-3,-0.4,-11,0,-2,0.9,5,0,-11
Cc1ccc(CNC(=O)c2cc3c(=O)n(C)c4ccccc4c3n2C)o1,16,0,1.4,-8,-1,/,-3.1,2,-4,9

# The list goes on:
SMILES,OPRM1-OPRD1 inv,Keap1-Nrf2 PPI,C-LANA FP,RTF Ca sens inh,V-ATPase pHluor,CAL PDZ FP,MOR-DOR ag,HTR5A ag,HTR5A inv ctr,cardiac RTF act
Cc1cccc(C(=O)NC(=S)Nc2ccc(S(=O)(=O)N3CCN(C)CC3)cc2)c1,10,-2,-1.8,-4,1,0,-2.5,-9,21,3
N=C1/C(=C/c2cccn2Cc2ccc(F)cc2)C(=O)N=C2SC=CN12,0,-7,1.9,-6,11*,1,0.1,-2,5,7
COc1ccc(OCc2nnc(SCC(=O)N3C(C)CCCC3C)o2)cc1 (configuration not stated),-23,4,0.7,-2,1,-2,2.8,6,-18,-5
CCOC(=O)C1CCN(S(=O)(=O)c2c(Cl)ccc3nonc23)CC1,6,1,0.4,-1,-2,-6,-1.1,-2,7,-1
O=C(CNC(=O)C1CCCCC1)NC1=NCCS1,-13,-2,0.4,-1,4,-3,2.0,0,-1,3
Nc1nnc(Cc2c[nH]c3ccccc23)s1,7,5,0.7,-6,2,-8,-1.4,3,10,-2
CCN=C(Nc1cccc(F)c1)SC1CC(=O)N(c2ccc(OC)cc2)C1=O (configuration not stated),-11,4,-1.2,-6,-1,-3,1.9,3,-9,0
CCNC(=O)CSc1nc(-c2ccccc2)cs1,-4,1,-1.2,-6,9,-2,0.7,0,10,2
O=C(Cc1cc(=O)[nH][nH]1)N/N=C/c1c(F)cccc1Cl,-4,-6,0.6,-30,0,-3,0.5,1,-2,-1
CS(=O)(=O)c1ccc2nc(NC(=O)C3CC(=O)N(c4ccccc4)C3)sc2c1 (configuration not stated),3,1,1.2,-12,-2,/,-0.5,2,13,-5
